Lipid storage S3 = qHTS Assay for Lipid Storage Modulators in Drosophila S3 Cells; hit rate 0.64% among 320,000; Drosophila S3 cells, BODIPY lipid droplet fluorescence, 18-24 h; cells fed with added oleic acid; Potency in µM for hits, for the others lipid storage change, negative = inhibition, % at the top dose, mostly 46.1 µM; active = well fitted inhibition curve with a large enough effect in the signal ratio, with a control signal flat, not every such curve was filed as active; inconclusive = small, poorly fitted or top-dose-only effect, or effect the other way, or a change in a side signal; the % refers to the signal ratio
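Drosophila S3 cells loaded with oleic acid (400 uM, as added) and compounds at several concentrations; lipid droplets imaged by 488-nm laser-scanning cytometry, 500–530 nm intensity and object ratio to cell channel. Percent activity normalized to 20 uM Triacsin C.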
Lipid storage S3 cell count max = recorded beside Lipid storage S3, whose call it bears; cell number change, %; measured here: cell count max response;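 cells counted by Cell Tracker Red CMTPX staining in the red channel; peak over a dose series mostly up to 46.1 µM; percent activity relative to internal control wells on each plate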
* hit, by the source's call; i = inactive; u = inconclusive; x = not tested or not shown. % is scaled to controls: 0 for no effect and ±100 for the full control effect; potency is read from the fitted curve at half-maximal effect.

SMILES | Lipid storage S3 | Lipid storage S3 cell count max
CCCCC1(C(=O)OC)NC(c2ccc(O)cc2)C2C(=O)N(c3ccccc3)C(=O)C21 (configuration not stated) | -4% | 2
CCCCNC(=O)CS(=O)Cc1nc(-c2ccc(C)cc2)oc1C (configuration not stated) | u | x
CCC(C(=O)NC1CCCCC1)N(Cc1cccs1)C(=O)c1snc(C(N)=O)c1N (configuration not stated) | 23% | x
CSc1ccccc1N=CC1=C(O)CC(C)(C)CC1=O | 8% | 20
CC(=O)N1CCN(c2ccc([N+](=O)[O-])c(NCc3cccnc3)c2)CC1 | u | x
O=C(N/N=C/c1ccc(-c2ccccc2[N+](=O)[O-])o1)c1cccnc1 | u | x
CCOCCCNC(=O)C(NC(=O)CNC(C)=O)c1ccc(C)cc1 (configuration not stated) | u | x
O=S(=O)(c1ccc2ccccc2c1)N1CCN(C(=S)Nc2ccccc2F)CC1 | 17% | 3
COc1ccccc1/C=C/C=N/NC(=O)CCC1C(=O)NN=C1C (configuration not stated) | 1% | -9
COc1ccc(OCC(O)CNC(=O)c2ccc(Br)cc2)cc1 (configuration not stated) | i | -5
CCCCN(C)CCNC(=O)c1ccc(Cn2c(=S)[nH]c3ccc(Br)cc3c2=O)cc1 | -1% | -13
Cc1cc(NC(=O)C2CC(=O)N(c3cccc(C)c3C)C2)no1 (configuration not stated) | i | 7
CCN1CCN(C(c2cccs2)C(C)NC(=O)c2cccc(OC)c2)CC1 (configuration not stated) | 10% | -10
CSc1ccc(/C=C/C(=O)N2CCN(c3ccccn3)CC2)cc1 | u | x
CCC(C(=O)NCc1ccccc1OC)n1nc(C)n2c(cc3occc32)c1=O (configuration not stated) | u | x
Cc1ccc2c(c1)C1CN(C)CCC1N2S(=O)(=O)c1ccc(C(C)C)cc1 (configuration not stated) | u | x
Cc1ccccc1C(=O)Nc1nnc(SC(C)C)s1 | u | x
CCOc1ccccc1Nc1ncnc2ccc(Br)cc12 | u | x
COc1ccc(N2C(=O)CC(N3CCN(c4ccc(Cl)cc4)CC3)C2=O)cc1 (configuration not stated) | u | x
CCc1nn(CC(=O)NCCCN(Cc2ccccc2)C(C)C)c(=O)c2cc3sccc3n12 | 19% | -3
CCN(C(=O)CSc1nc2ccccc2c(=O)n1-c1ccc(C)cc1)C1CCS(=O)(=O)C1 (configuration not stated) | u | x
CC(O)CNCCNCc1cccs1 (configuration not stated) | u | x
CC(NC(=O)CN1CCCC1)C12CC3CC(CC(C3)C1)C2 (configuration not stated) | 7% | 9
C/C(N)=C(/C#N)C(=O)COC(=O)c1ccccc1O | u | x
O=C(Cn1ccc2ccccc2c1=O)Nc1ccc2c(c1)OCO2 | i | x
CC1CCC(N2CCN(c3ncccn3)CC2)CC1 (configuration not stated) | u | x
CCNC(=O)c1ccc(NC(=O)CC2SC(N3CCCCC3)=NC2=O)cc1 (configuration not stated) | u | x
O=C(C1=C[C@H](c2coc3ccccc3c2=O)C[C@H](OCc2ccc(CO)cc2)O1)N1CCOCC1 | -21% | 7
COc1ccc(N2CCN(c3cc(C)c4ccccc4n3)CC2)cc1 | u | x
CN1C(=O)COc2ccc(C(=O)c3ccccc3C(=O)O)cc21 | 2% | 1
CC1=NN(C(C#N)c2ccccc2O)C(C)(C)C1 (configuration not stated) | 3% | 5
CC(Nc1ccc(S(=O)(=O)N2CCN(C)CC2)cc1[N+](=O)[O-])c1ccccc1 (configuration not stated) | u | x
CN=C(Nc1cc(C)nn1-c1ccccc1)c1ccccc1 | i | x
Cn1c(SCc2ccc(F)cc2Cl)nc2ccccc2c1=O | u | x
O=C(Nc1ccc(NC(=O)C2CC2)nc1)c1cccs1 | u | x
CC(C)(C)C(=O)Nc1ccc(C(=O)NCc2cccnc2)cc1 | 17% | -13
O=C(Cc1ccc(Cl)cc1)NNC(=O)Nc1cccc2ccccc12 | -4% | 22
CCOC(=O)C1CCCN(c2c(Nc3ccc(OCC)cc3)c(=O)c2=O)C1 (configuration not stated) | u | x
Cc1cc(C)cc(OCC(=O)N/N=C\c2cn(C)nc2C)c1 | u | x
COc1cc(NC(=O)CCc2c(C)nc3nc(C)nn3c2C)cc(OC)c1 | i | x

Random excerpt: two compounds from above.
SMILES | Lipid storage S3 | Lipid storage S3 cell count max
Cc1cc(C)cc(OCC(=O)N/N=C\c2cn(C)nc2C)c1 | u | x
CC(C)(C)C(=O)Nc1ccc(C(=O)NCc2cccnc2)cc1 | 17% | -13

Sorted by the number under Lipid storage S3 cell count max (ascending): six from the list above.
canonical_smiles	Lipid storage S3 cell count max
CC(C)(C)C(=O)Nc1ccc(C(=O)NCc2cccnc2)cc1	-13
CN1C(=O)COc2ccc(C(=O)c3ccccc3C(=O)O)cc21	1
CC1=NN(C(C#N)c2ccccc2O)C(C)(C)C1 (configuration not stated)	5
O=C(C1=C[C@H](c2coc3ccccc3c2=O)C[C@H](OCc2ccc(CO)cc2)O1)N1CCOCC1	7
CC(NC(=O)CN1CCCC1)C12CC3CC(CC(C3)C1)C2 (configuration not stated)	9
O=C(Cc1ccc(Cl)cc1)NNC(=O)Nc1cccc2ccccc12	22

Next entries:
SMILES | Lipid storage S3 | Lipid storage S3 cell count max
O=C(CSc1nc(-c2ccccc2Cl)ns1)NCc1ccco1 | i | -21
COc1ccccc1C(=O)Nc1ccc2c(c1)CCCN2C(=O)c1ccccc1 | u | x
COc1ccc(S(=O)(=O)N2CCC(C(=O)NC(c3nc4ccccc4[nH]3)C(C)C)CC2)cc1 (configuration not stated) | u | x
CCn1nc(C)cc1C(=O)Sc1cccc(Br)c1 | u | x
Cc1ccc2cc(CN(Cc3ccco3)C(=O)NCc3ccccc3)c(=O)[nH]c2c1C | u | x
CC(C)c1ccc(-c2csc3nc[nH]c(=O)c23)cc1 | 2% | -15
O=C(Cc1cccs1)N(CC1CCCO1)C1(C(=O)NC2CCCC2)CCCCC1 (configuration not stated) | -1% | -1
CN(C)CCOCCOc1ccc(Cl)cc1C(C)(C)C | 22% | -4
CN(C)CCCNC(=O)c1cc(C(=O)c2c(Cl)cccc2Cl)c[nH]1 | -4% | -9
COc1ccc(NC(=O)c2ccccc2[N+](=O)[O-])cc1 | 3% | 0
Cc1ccc(NC(=O)c2cc(C)n(-c3ccccc3)c2C)cc1 | -7% | 0
CNC(=S)N/N=C(\C)c1cccc(C(F)(F)F)c1 | u | x
CCn1c(=O)c(C(=O)NNC(=O)c2ccc(Cl)cc2Cl)c(O)c2ccccc21 | 12% | 16
CCc1nnc(NC(=O)CN2CCN(c3cccc(OC)c3)CC2)s1 | 1% | 1
COC(=O)c1nnn(-c2nonc2N)c1CSc1ccccn1 | 13% | 6
Cc1ccc(NC(=O)c2sc(N)nc2C)cc1 | u | x
COc1ccc(NC(=O)CSc2nnc(N)n2CC(=O)Nc2ccc(OC)cc2)cc1 | 0% | -2
CCc1ccc(NC(=O)CCc2c(C)nn(-c3ccc(N4CCOCC4)nn3)c2C)cc1 | u | x
CCN(Cc1ccncc1)C(=O)c1cc(COc2c(F)cccc2F)on1 | u | x
CCCN1CN=C(Nc2nc3ccccc3o2)NC1 | -2% | 0

Structures listed so far containing fluorine:
SMILES | Lipid storage S3 | Lipid storage S3 cell count max
O=S(=O)(c1ccc2ccccc2c1)N1CCN(C(=S)Nc2ccccc2F)CC1 | 17% | 3
Cn1c(SCc2ccc(F)cc2Cl)nc2ccccc2c1=O | u | x
CNC(=S)N/N=C(\C)c1cccc(C(F)(F)F)c1 | u | x
CCN(Cc1ccncc1)C(=O)c1cc(COc2c(F)cccc2F)on1 | u | x

New compounds follow
SMILES | Lipid storage S3 | Lipid storage S3 cell count max
COc1ccc(N(CC(=O)Nc2cccc(C(F)(F)F)c2)S(C)(=O)=O)cc1 | u | x
COc1ccc(OC)c(NC(=O)C2CCN(Cc3cnn(-c4ccccc4)c3-n3cccc3)CC2)c1 | u | x
Cc1ccc(C(=O)OCC(=O)Nc2nc(-c3ccccc3)cs2)cc1NC(=O)c1ccco1 | u | x
COc1ccc(C(=O)Nc2cccc(-c3cnc4ccccc4n3)c2)cc1 | 15% | -18
O=C(NCc1ccccc1)C1=C[C@H](c2ccc(C(F)(F)F)cc2)C[C@H](OCc2ccc(CO)cc2)O1 | 7% | 16
CN(CC(=O)Nc1cccc(F)c1)C(=O)c1csc2c1CCCC2 | 20% | x
O=C(COc1ccc(S(=O)(=O)N2CCCCC2)cc1)NC1CCCCC1 | u | x
O=C(Nc1ccc([N+](=O)[O-])cc1)c1ccc(Cn2cc([N+](=O)[O-])cn2)cc1 | u | x
COc1cccc2c(=O)n(CC(=O)N3CCCCCC3)ccc12 | u | x
Cc1nc(NS(=O)(=O)c2ccccc2)sc1NC(=O)Nc1ccc(Cl)cc1 | 8% | 3
Cn1c(Oc2ccc(F)cc2F)c(C=O)c2ccccc21 | u | x
CCOC(=O)C1(Cc2ccc(OC)cc2)CCN(C(=O)c2ccc3[nH]ccc3c2)CC1 | 15% | -5
Cc1ccccc1CN1CCN(CC(=O)NCc2ccccn2)C1=O | u | x
COc1cccc(CN2CCN(c3ccc(F)cc3)C2=O)c1 | 1% | -6
COCCNC(=O)C(c1cccs1)N(C(=O)Cn1nnc2ccccc21)c1ccc2c(c1)OCO2 (configuration not stated) | u | x
CC1CCC(NC(=O)CCS(=O)(=O)c2ccc3c(c2)oc(=O)n3C)CC1 (configuration not stated) | i | 16
N#CCCN(Cc1cccnc1)C(=O)Nc1cccc(Cl)c1 | 23% | -1
CCCN1CNC(=S)N(CC2CCCO2)C1 (configuration not stated) | u | x
Cc1ccc(S(=O)(=O)N2CCN(C(=O)Cc3ccccc3)CC2)cc1C | u | x
CCN(CC)C(=S)NC(=O)c1ccc(F)cc1 | u | x
CCCn1nnc(NC(=O)C(C)C)n1 | -13% | 4
Cc1cccc(NC(=O)NC(=S)NC(=O)c2ccccc2)c1 | u | x
CCc1ccc(/C=C2\Oc3ccc(C(=O)OC)cc3C2=O)cc1 | u | x
COc1cccc(-n2nnnc2SCC(=O)NC2CCCC2)c1 | u | x
COc1ccc(NC(=O)CSc2nccn2Cc2ccccc2)c(OC)c1 | u | x
O=C(c1ccccc1)N(Cc1nc2ccccc2c(=O)[nH]1)C1CCCCC1 | -1% | 14
C(#Cc1ccccc1)C[N+]1(CC#Cc2ccccc2)CCCCC1 | 1% | -2
CCOc1ccc(NC(=O)CN(C)C(=O)CSCc2ccc(C)cc2)cc1OCC | u | x
Cc1ccc(NC(=O)c2ccc(NC(=O)C3CCCCC3C(=O)O)cc2)cc1 (configuration not stated) | u | x
Cc1ccc(C)c(NC(=O)C(Sc2nc3ccccc3c(=O)n2CC(C)C)c2ccccc2)c1 (configuration not stated) | -1% | -10
COc1ccc(NC(=O)CC2SC(=O)NC2=O)cc1 (configuration not stated) | 4% | 11
Cc1cccc(C)c1NC(=O)Cn1c(CN2CCCCC2)nc2ccccc2c1=O | 8% | 10
COc1cc(OC)cc(C(=O)NC(=S)NNC(=O)[C@H]2C[C@@H]2c2ccccc2)c1 | u | x
CC1(C)NC(=O)N(CCOc2ccc3c(c2)CCC3)C1=O | u | x
O=c1c2c3c(sc2nc2n1CCCC2)CCC3 | -7% | -15
COc1ccc(CNS(=O)(=O)c2cc(CN3C(=O)c4cccnc4C3=O)ccc2OC)cc1 | 16% | 2
CCc1ccccc1NC(=O)CSc1nnc(-c2ccncc2)o1 | 11% | -7
Cc1[nH]c2ccccc2c(=O)c1CN1CCCCCC1 | 11% | 18
Cc1ccc2c(c1)N(C(=O)CCC(=O)NC1CCC(C)CC1)CCO2 (configuration not stated) | u | x
CCOc1ccc(N(CC(=O)NC2CCCC2)S(=O)(=O)c2c(C)[nH]c(=O)[nH]c2=O)cc1 | u | x
CC1(C)Cc2c(cnn2-c2cccc(F)c2)C(NC(=O)C2CCOCC2)C1 (configuration not stated) | u | x
CC(C)C[C@H]1CN=C(Nc2ccccc2)N1CC1CCC(C)CC1 (some centres not stated) | u | x
Cc1cccn2cc(CNS(=O)(=O)c3cccc(F)c3)nc12 | 16% | 21
COc1cc2c(cc1OC)C(COc1ccccc1OC)N(C(=O)C(C)(C)C)CC2 (configuration not stated) | u | x
Cc1nc2ccccc2nc1SCC(=O)c1ccccc1 | u | x
CN=C1SC(C(=O)Nc2ccccc2Cl)CC(=O)N1c1ccc(OC(F)(F)Cl)cc1 (configuration not stated) | u | x
COc1ccc(C(=O)OCC(=O)NCc2ccco2)cc1OC | i | x
COc1cccc(NC(=O)CSc2nccn(-c3ccc4c(c3)OCCO4)c2=O)c1 | u | x
COc1ccc(N2CCN(C(=O)c3ccc(NS(=O)(=O)c4ccc(F)cc4)cc3)CC2)cc1 | i | -13
N#CCSc1ncnc2sc3c(c12)CCC3 | 9% | -10
CC1(C)CC2CC(C)(CN2C(=O)COC(=O)c2n[nH]c(=O)c3ccccc23)C1 (configuration not stated) | u | x

Compound activity as filed in PubChem.

The list is partial, so the mix of outcomes need not match the whole.
